High-throughput results as filed in PubChem BioAssay.
CHOP UPR activ: activators of apoptotic CHOP UPR arm, primary screen, cell-based, CHO-CHOP luciferase reporter, luminescence, uHTS. 0.34% of 330,000 active. activation, % at 10 µM. UPR activation; percent of tunicamycin response over DMSO baseline;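 active = at 10 µM dose, activation of 40% or more, normalized to positive control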;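 also: 100% = tunicamycin at 10 µg/mL and 0% = DMSO alone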
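Assay system: CHO cells with stable CHOP pathway luciferase reporter; Buffer or medium: F12 plus 10% serum; Times: 16-18 h cell attachment, then 6 h compound exposure, 37 °C; Signal: luciferase luminescence; Read-out basis: percent activation relative to tunicamycin control; Control set: tunicamycin high control, DMSO low control.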
697 NFkB inh: inhibitors of PMA/ionomycin-induced NF-kB reporter, 697 cells, primary screen, B-cell NF-kB inhibitor project, cell-based, luminescence, uHTS | inhibition, % at 4 µM | 0.33% of 330,000 active | AID 435022, 2010 | 697 B-cell NF-kB luciferase reporter, 16 h; in the data active = inhibition above about 35%
XBP1 UPR activ: activators of adaptive XBP1 UPR arm, primary screen, cell-based, CHO-XBP1 luciferase reporter, luminescence, uHTS; IRE1-XBP1 UPR activation; percent of tunicamycin response, DMSO as zero; activation, % at 20 µM; 0.33% of 330,000 active; AID 463104, 2010;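 active = versus positive control, 20 µM dose yields 30% or more activation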;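 also: 100% = tunicamycin at 10 µg/mL and 0% = DMSO only wells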
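Signal: luciferase luminescence; Assay system: CHO-XBP1 luciferase reporter cells; Amount: one thousand reporter cells per well; Dosing: 20 µM single concentration, DMSO 1%; Benchmarks: high control tunicamycin 10 µg/mL final, low control DMSO vehicle only; Schedule: 6 h compound exposure at 37 °C, 5% CO2; Evaluation: percent activation relative to tunicamycin reference.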
tim10-1 inh: growth inhibitors of tim10-1 mutant yeast, primary screen, luminescence, uHTS. S. cerevisiae tim10-1 ts strain growth, BacTiter-Glo, 24 h. inhibition, % at 20 µM. 2.2% of 330,000 active. AID 463190, 2010;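 active = inhibition of at least 40%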;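 also: mutant grown at 25 °C; 0% = DMSO wells with yeast and 100% = wells holding no yeast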
Jurkat NFkB inh: inhibitors of induced NF-kB luciferase reporter, primary screen, TCR NF-kB activation inhibitor project, cell-based, luminescence, uHTS. inhibition, % at 4 µM. AID 435003, 2010. 0.53% of 330,000 active. Jurkat, PMA/ionomycin-induced NF-kB luciferase reporter; in the data active = inhibition above about 50%
TIM10 inh: growth inhibitors of isogenic TIM10 control yeast, primary screen, counter-screen for tim10-1 yeast inhibitor project, luminescence, uHTS | S. cerevisiae TIM10 strain growth, BacTiter-Glo luminescence, 24 h | inhibition, % at 10 µM | 1.4% of 330,000 active | AID 463195, 2010;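 active = inhibition of 40% or more at the single tested concentration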;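 also: wild-type TIM10 isogenic control strain grown at permissive 25 °C; 0% = DMSO yeast wells and 100% = minimal medium wells without yeast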
Mdm2-MdmX inh: inhibitors of human Mdm2-MdmX association, primary screen, cell-based, luminescence, split luciferase, SaOS-2, uHTS. SaOS-2 split-luciferase Mdm2/MdmX complementation. inhibition, % at 8 µM. Protein Mdm4 (Homo sapiens) + E3 ubiquitin-protein ligase Mdm2 (Homo sapiens), …. 3% of 330,000 active;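 active = inhibition of at least 50% at 8 µM in the primary screen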
Target sequence (O15151 whole entry, looked up): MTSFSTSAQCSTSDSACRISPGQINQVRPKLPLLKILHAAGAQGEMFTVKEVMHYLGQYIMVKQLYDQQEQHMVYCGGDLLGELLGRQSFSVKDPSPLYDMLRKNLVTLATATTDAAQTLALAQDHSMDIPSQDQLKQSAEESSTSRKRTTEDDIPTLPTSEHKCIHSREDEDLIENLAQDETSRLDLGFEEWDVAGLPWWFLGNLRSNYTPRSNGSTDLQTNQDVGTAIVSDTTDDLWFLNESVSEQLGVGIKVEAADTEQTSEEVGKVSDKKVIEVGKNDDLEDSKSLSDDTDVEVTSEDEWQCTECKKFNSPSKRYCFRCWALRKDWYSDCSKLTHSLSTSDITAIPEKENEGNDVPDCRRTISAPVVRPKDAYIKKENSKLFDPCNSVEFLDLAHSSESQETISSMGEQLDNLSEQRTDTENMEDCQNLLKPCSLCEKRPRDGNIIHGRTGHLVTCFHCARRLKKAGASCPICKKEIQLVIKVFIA
Target sequence (Q00987 whole entry, looked up): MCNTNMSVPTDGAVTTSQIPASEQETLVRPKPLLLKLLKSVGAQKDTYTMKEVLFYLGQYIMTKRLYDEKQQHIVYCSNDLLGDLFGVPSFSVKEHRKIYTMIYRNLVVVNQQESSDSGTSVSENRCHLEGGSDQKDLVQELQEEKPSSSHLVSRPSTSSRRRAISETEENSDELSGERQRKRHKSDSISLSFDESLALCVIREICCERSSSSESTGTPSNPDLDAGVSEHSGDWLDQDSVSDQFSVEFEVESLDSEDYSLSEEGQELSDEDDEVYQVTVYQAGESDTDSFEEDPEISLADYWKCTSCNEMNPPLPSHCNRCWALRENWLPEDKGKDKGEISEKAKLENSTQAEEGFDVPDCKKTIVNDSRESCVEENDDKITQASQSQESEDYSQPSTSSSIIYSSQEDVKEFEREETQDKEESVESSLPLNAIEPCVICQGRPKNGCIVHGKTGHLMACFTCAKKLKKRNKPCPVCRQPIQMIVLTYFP
tim23-1 inh: growth inhibitors of tim23-1 mutant yeast, primary screen, luminescence, uHTS | S. cerevisiae tim23-1 growth, BacTiter-Glo luminescence, 24 h | inhibition, % at 20 µM | 1.3% of 330,000 active | AID 463212, 2010;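 active = growth inhibition of the mutant yeast at or above 50%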;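 also: temperature-sensitive mutant grown at 25 °C; plate controls were DMSO-treated mutant yeast for no effect and medium wells lacking yeast for full effect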
* = called active by the depositor.

SMILES | CHOP UPR activ | 697 NFkB inh | XBP1 UPR activ | tim10-1 inh | Jurkat NFkB inh | TIM10 inh | Mdm2-MdmX inh | tim23-1 inh
COc1cc(C(=O)NCc2nnc(SCC(=O)c3ccc(Cl)cc3)o2)cc(OC)c1OC | 1.2 | 7.7 | -9.9 | 27.0 | 11.9 | 2.7 | 6.4 | 19.7
COc1ccc(C(=O)COC(=O)c2ccc(-n3cnnn3)cc2)c(OC)c1 | 1.3 | 3.7 | -0.6 | 7.2 | 5.8 | -4.2 | 29.9 | 20.3
CCc1c(C)nc(N)c(C#N)c1-c1ccccc1 | -2.3 | -8.2 | -0.9 | 6.7 | 0.9 | 17.8 | 31.7 | -1.3
NC(=O)c1nsc(C(=O)N(CC(=O)NC2CCCC2)Cc2ccc3c(c2)OCO3)c1N | 0.8 | -5.6 | -4.5 | -10.4 | 2.8 | 6.2 | 1.1 | 12.9
COC(=O)Cn1c(=O)c2c(n(Cc3ccccc3)c1=O)N/C(=C/c1ccc(Br)cc1)C2=O | 0.6 | 9.5 | -1.5 | -1.0 | 10.1 | -20.0 | -1.7 | -14.8
O=C(COc1ccc(Cl)cc1)OCC(=O)N1CCOCC1 | 0.5 | 13.6 | -0.3 | -16.6 | 2.5 | -10.5 | 7.2 | -2.2
COC(=O)c1sc(NC(=O)c2ccco2)nc1C | 3.1 | -21.1 | 2.5 | -4.5 | -6.5 | 6.4 | 7.8 | 15.5
COc1ccc(C(=O)c2coc3ccc(O)cc23)cc1 | 0.3 | -235.3 | -2.5 | 19.8 | -128.2 | 15.4 | -166.8 | 27.7
CCOc1ccc2nc(NC(=O)C3CCN(c4cnccn4)CC3)sc2c1 | 1.2 | -16.0 | 5.0 | 16.7 | -6.6 | 34.4 | 20.5 | 20.4
CCSc1nnc(NC(=O)c2ccc(F)c(S(=O)(=O)N3CCOCC3)c2)s1 | 1.8 | -9.6 | 0.7 | 15.2 | -2.6 | 0.2 | 6.5 | 11.7
CC(C)(C)n1nc2c(c1NC(=O)Cc1cccc3ccccc13)CS(=O)C2 (stereo unspecified) | -1.1 | 2.5 | 0.9 | -3.9 | -6.3 | 1.4 | 6.4 | 3.2
O=[N+]([O-])c1cc(S(=O)(=O)Nc2ccccc2)ccc1NCc1cccnc1 | 0.4 | -1.7 | -4.5 | 11.8 | 4.8 | 12.1 | 11.0 | -6.3
CC1Oc2ccccc2C(=O)N(CC(=O)c2ccc3c(c2)OCCO3)C1=O (stereo unspecified) | 2.7 | -10.7 | 1.4 | 36.5 | 11.0 | -1.9 | 36.2 | 31.7
O=C(O)c1ccccc1-c1nc2ccccc2[nH]1 | 3.2 | -20.7 | -1.2 | 7.0 | -9.7 | 1.9 | 18.8 | 3.7
Cc1cc(C)n(-c2nc3ccccc3nc2N2CCOCC2)n1 | 2.1 | -11.5 | 4.1 | -12.0 | -10.4 | -2.6 | 20.6 | -5.7
CCn1cc([N+](=O)[O-])c(C(=O)N2N=C(c3ccccc3)CC2c2ccc([N+](=O)[O-])cc2)n1 (stereo unspecified) | 1.0 | -19.0 | 4.0 | 20.0 | -11.6 | 13.2 | -25.3 | 34.4
Cc1ccc(-c2nc(CS(=O)(=O)CC(=O)Nc3cc(F)ccc3F)c(C)o2)cc1 | 3.3 | -17.4 | 0.0 | 4.7 | 12.5 | 6.7 | 23.3 | 19.5
CCC(=O)NCc1ccc(-c2nc3ncccc3o2)cc1 | 0.9 | 5.6 | -2.8 | 8.3 | -8.3 | 13.1 | 9.0 | 2.2
CC(=O)N1c2ccc(S(=O)(=O)N3CCCC3C(=O)Nc3ccc(C)cc3)cc2CC1C (stereo unspecified) | -0.9 | -7.5 | 1.1 | -3.0 | -13.6 | 3.7 | 19.8 | 11.2
Cc1ccc(C)c(S(=O)(=O)Nc2ccc(O)c(Sc3ncn[nH]3)c2)c1 | -0.6 | 9.6 | 0.1 | -5.4 | 8.9 | 16.5 | -0.5 | 10.5
CCOC(=O)C1CCN(C(=O)c2ccco2)CC1 | -1.8 | 16.6 | -3.3 | -2.6 | -14.7 | -3.1 | 17.0 | 1.5
Cn1c(=O)c2c(ncn2Cc2cc(-c3ccccc3)no2)n(C)c1=O | -2.0 | -0.2 | -1.7 | -8.8 | 11.1 | -9.1 | 30.4 | 5.9
Cc1ccc(/C=C/C(=O)N2CCc3ccccc32)o1 | 4.7 | -21.3 | 2.9 | 23.2 | -50.8 | 26.1 | -222.6 | 26.5
CC1=C(C(=O)OCC2CCCO2)C(c2ccccc2Cl)NC(=O)N1 (stereo unspecified) | -2.8 | -106.2 | -4.8 | -0.3 | -25.3 | -10.0 | 14.1 | 2.8
Cc1ccc2c(c1)[nH]c1c(=O)n(Cc3ccco3)cnc12 | 9.7 | -31.1 | 6.1 | 3.2 | -31.8 | 4.4 | -6.0 | -3.6

An excerpt from above in order of the 697 NFkB inh value, low to high:
SMILES	697 NFkB inh
CC(C)(C)n1nc2c(c1NC(=O)Cc1cccc3ccccc13)CS(=O)C2 (stereo unspecified)	2.5
COc1ccc(C(=O)COC(=O)c2ccc(-n3cnnn3)cc2)c(OC)c1	3.7
Cc1ccc(C)c(S(=O)(=O)Nc2ccc(O)c(Sc3ncn[nH]3)c2)c1	9.6

One compound at a time (already shown). Values in the order: CHOP UPR activ | 697 NFkB inh | XBP1 UPR activ | tim10-1 inh | Jurkat NFkB inh | TIM10 inh | Mdm2-MdmX inh | tim23-1 inh
Entry for CCn1cc([N+](=O)[O-])c(C(=O)N2N=C(c3ccccc3)CC2c2ccc([N+](=O)[O-])cc2)n1 (stereo unspecified) = 1.0 | -19.0 | 4.0 | 20.0 | -11.6 | 13.2 | -25.3 | 34.4
Entry for NC(=O)c1nsc(C(=O)N(CC(=O)NC2CCCC2)Cc2ccc3c(c2)OCO3)c1N = 0.8 | -5.6 | -4.5 | -10.4 | 2.8 | 6.2 | 1.1 | 12.9

Next part.
SMILES | CHOP UPR activ | 697 NFkB inh | XBP1 UPR activ | tim10-1 inh | Jurkat NFkB inh | TIM10 inh | Mdm2-MdmX inh | tim23-1 inh
Nc1c(Cl)cc(-c2cn(CCC(=O)O)c(-c3ccncc3)n2)cc1Cl | 2.1 | 5.2 | -3.2 | -11.9 | 21.0 | -0.1 | 13.9 | 13.5
COc1cc(C(=O)Nc2cccc(-c3nnc(-c4ccco4)o3)c2)ccc1OC(C)=O | -1.4 | 20.2 | 2.9 | 10.8 | -31.9 | 11.1 | 10.8 | 16.0
O=C(CCS(=O)(=O)c1cccc2nonc12)N1CCOCC1 | 2.0 | 6.2 | -0.1 | 5.6 | -7.1 | 1.0 | 21.4 | -7.9
Cc1cc(C)n2nc(C(=O)Nc3ccc4c(c3)OCO4)nc2n1 | 1.6 | 4.0 | 0.0 | -8.5 | -18.4 | -9.8 | 0.7 | -12.8
Cc1nn(-c2ccccc2)c(Cl)c1C(=O)N1CCN(C)CC1 | 1.1 | -7.0 | -1.5 | -13.4 | -6.2 | -8.5 | -3.3 | 2.1
CC(C)OCCCn1c(=O)c2ccccc2n2c(CCC(=O)NCc3ccccn3)nnc12 | -3.1 | 0.2 | -5.1 | -4.0 | 3.9 | 5.7 | -5.4 | -0.7
CC(=O)c1cnc(N2CCCCC2)nc1C | 2.0 | -10.1 | 1.7 | -5.9 | -1.9 | 8.3 | 14.2 | 7.6
CCN1CCc2nc3ccccc3c(C(=O)Nc3ccc(NC(C)=O)cc3)c2C1 | -2.1 | 8.3 | -3.2 | -13.2 | 5.7 | -1.9 | 3.1 | -1.5
CC(=O)NCCNc1ccc([N+](=O)[O-])cc1C#N | 2.1 | 13.1 | 0.2 | 13.2 | -3.5 | -11.6 | 1.1 | 8.4
COc1ccccc1NC(=S)N(Cc1ccco1)Cc1cc2cc(C)cc(C)c2[nH]c1=O | -1.3 | -11.0 | -3.8 | 27.0 | -0.4 | 17.9 | 43.1 | 13.7
COc1ccccc1C(=O)Nc1cccc(S(=O)(=O)N2CCCC2)c1 | -0.2 | 17.3 | 0.5 | 6.2 | -3.1 | 2.0 | 29.7 | 97.8*
Cc1cc(C(=O)N2CCOCC2)c(C)o1 | 1.0 | 28.6 | -0.9 | 0.6 | 6.3 | 1.5 | 17.2 | 2.7
CC1(c2nnc(Cc3ccccc3)o2)CC(c2ccc(Br)cc2)=NO1 (stereo unspecified) | -1.3 | 8.0 | 0.4 | -2.3 | -4.2 | -6.7 | 13.2 | 14.8
O=C(Nc1ccc(F)cc1F)NC1CCN(S(=O)(=O)c2ccc(F)cc2)CC1 | -2.9 | 1.2 | -3.0 | 25.7 | 0.9 | 7.6 | 21.6 | 12.9
CCCNC(=O)c1nc(C)c(C)nc1C(=O)Nc1cccc(Cl)c1 | 4.8 | -20.4 | 0.5 | 3.1 | 25.1 | 6.0 | 16.2 | -0.1
OCCNc1ncnc2ccc(Br)cc12 | -4.2 | 13.1 | -3.6 | 8.0 | 15.1 | 8.0 | 47.6 | 2.3
O=C1OCCC1(c1ccccc1)c1ccccc1 | 1.0 | -3.5 | -2.8 | 3.9 | -0.7 | 11.7 | 11.0 | -1.4
Cc1cc(NC(=O)c2sc3ccccc3c2O)no1 | 3.3 | -235.9 | -4.8 | -5.0 | -95.7 | 15.1 | -22.4 | 5.6
COc1ccc(/C=C/C(=O)OCC(=O)NCc2ccccc2Cl)cc1OC | -1.2 | -36.4 | -0.6 | 16.7 | -23.8 | -2.2 | -11.3 | 24.1
Cn1cc(CCC(=O)NC2CC(C)(C)Cc3c2cnn3-c2ccc(F)cc2)cn1 (stereo unspecified) | 5.4 | -38.9 | -6.5 | 14.8 | -4.8 | 5.7 | 8.3 | 12.2
Cc1cccc2cc(C#N)c(SCc3nnc(-c4ccccc4[N+](=O)[O-])o3)nc12 | -0.3 | -33.0 | 3.3 | 18.4 | -9.3 | 8.0 | 58.8* | 16.2
O=C1OCCN1CCN(CN1C(=O)CCC1=O)CN1C(=O)CCC1=O | -2.6 | 22.4 | -0.5 | 5.5 | 6.4 | -2.3 | 18.7 | 1.0
CCSc1nnc(NC(=O)CSc2nnc(CNC(=O)c3ccc(OC)c(OC)c3)o2)s1 | -1.1 | -20.9 | -1.4 | 5.2 | -6.9 | 3.0 | -6.3 | 18.3
Cc1noc(C)c1C(=O)Nc1ccc(N(C)C)cc1 | 0.2 | -0.7 | -3.9 | 9.9 | 5.7 | 5.9 | -17.4 | 9.8
O=c1[nH]c2ccccc2nc1C(F)(F)C(F)F | 0.5 | 18.6 | -0.4 | 3.5 | 16.8 | 0.0 | -4.9 | -20.6
Cc1cc(C)nc(SCc2ccc(C(=O)N/N=C/c3ccccc3C(=O)O)cc2)n1 | -0.6 | 11.1 | -4.3 | 18.9 | -6.2 | 21.3 | -20.7 | 32.2
CCC(=O)Nc1ccc(C(=O)COC(=O)C(CCSC)NC(=O)COc2ccccc2)cc1 (stereo unspecified) | 2.3 | 2.9 | 2.1 | 9.3 | 17.9 | 1.5 | 6.0 | 17.1
COCc1ccccc1Cn1cnc2c1c(=O)n(C)c(=O)n2C | -4.3 | -0.7 | -2.0 | 11.1 | 1.2 | 0.0 | 3.4 | 3.4
Cc1noc(C)c1COC(=O)CCCc1nc2ccccc2s1 | 2.7 | 14.5 | -1.1 | 17.5 | 16.3 | 1.6 | 24.7 | 12.7
CC1CCCN(CCCCOc2cccc(Br)c2)C1 (stereo unspecified) | -0.1 | -4.1 | -1.6 | -46.1 | -2.7 | -78.7 | 11.2 | -20.6
